FLuc modulator – firefly luciferase modulation, counter-screen for miR-21 project | P08659 | purified FLuc, Km substrates, luminescence inhibition | Potency, µM (titrated, usually from 57.5 µM), without a hit: top-dose activity change, negative = inhibition, usual class: inhibitors | 360,000 tested, 6.9% active | AID 588342;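 note: potency is the fitted concentration of half-maximal effect; plate controls were vehicle for no effect and reference inhibitor for full effect; nearly all actives have a fitted effect of over 55% in size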
Target sequence (P08659 whole entry, looked up): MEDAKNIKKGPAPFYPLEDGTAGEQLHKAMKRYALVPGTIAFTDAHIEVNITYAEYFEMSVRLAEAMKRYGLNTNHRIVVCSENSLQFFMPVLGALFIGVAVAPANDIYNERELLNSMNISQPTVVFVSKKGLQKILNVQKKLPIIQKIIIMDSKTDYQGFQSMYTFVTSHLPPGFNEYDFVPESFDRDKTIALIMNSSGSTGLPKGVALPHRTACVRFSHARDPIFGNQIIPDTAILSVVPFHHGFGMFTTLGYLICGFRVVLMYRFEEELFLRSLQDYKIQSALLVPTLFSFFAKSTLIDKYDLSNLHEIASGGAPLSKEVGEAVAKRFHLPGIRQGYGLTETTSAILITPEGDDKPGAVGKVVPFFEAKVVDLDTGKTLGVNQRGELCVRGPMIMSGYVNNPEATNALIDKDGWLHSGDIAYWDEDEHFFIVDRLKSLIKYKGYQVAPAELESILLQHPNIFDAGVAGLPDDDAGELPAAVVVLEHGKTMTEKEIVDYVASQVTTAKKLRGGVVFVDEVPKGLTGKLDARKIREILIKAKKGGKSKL
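Purified P. pyralis luciferase, 10 nM final, with Km-level 10 uM D-luciferin and 10 uM ATP in 50 mM Tris acetate pH 7.5, 10 mM Mg acetate, 0.01% Tween-20, 0.05% BSA; 6-point qHTS titration about 60 µM downward; luminescence read.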
ELG1 genotox – inducers of genotoxicity in HEK293T ELG1-luciferase cells. HEK293T ELG1-luciferase reporter, luminescence, 16 h. AID 504466. Potency, µM (series often up to 46 µM), without a hit: at the highest dose activity change, positive = activation, usual class: activators. 330,000 tested, 1.3% active; note: potency is the fitted concentration of half-maximal effect; % of control where 0% means no effect; nearly all actives have a fitted effect of over 60% in size
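ELG1-luciferase HEK293T cells, 2,000/well; compound pinned in; 16 hr, 37 °C, 5% CO2; ONE-Glo, 30 min RT; luminescence on CCD imager.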
Gal4-VP16 FLuc – inhibits Gal4-VP16 luciferase reporter, ROR gamma counter-screen; 310,000 tested, 3.5% active; Drosophila S2 Gal4-VP16 UAS-luciferase, luminescence, 20 h; AID 2546; Potency, µM (titrated, usually from 53.6 µM), for the others: at the highest dose activity, negative = inhibition, most hits filed as inhibitors;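 note: Gal4-VP16 expression switched on by copper sulfate through the metallothionein promoter; potency is the fitted concentration of half-maximal effect; % is set by controls: 0 for no effect and ±100 for the full control effect; nearly all actives have a fitted effect of over 50% in size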
NPC1 promoter act – activates the NPC1 promoter. 320,000 tested, 2.4% active. Huh7 NPC1 promoter luciferase reporter, 24 h. Potency, µM (series often up to 9.22 µM), inactives show top-dose activation, actives largely listed as activators. AID 485313;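 note: potency is the fitted concentration of half-maximal effect; % of control where 0% means no effect; nearly all actives have a fitted effect of over 60% in size; reporter is driven by a mutant NPC1 promoter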
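NPC1 promoter–luciferase Huh7 cells; 24 h compound; luminescence.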
Giardia kill – kills Giardia lamblia; Giardia lamblia trophozoite viability; activity change, % at 7.66 µM, hits read low; 340,000 tested, 0.15% active; AID 540267; in the data active = activity change below about -80%; inconclusive = between about -30% and that limit;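 note: parasites exposed to compound for two days anaerobically before the ATP read; % is set by controls: 0 for no effect and ±100 for the full control effect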
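Media and compound were dispensed first, then trophozoites at 100 cells/well; plates sat 48 hrs at 37 deg C without oxygen before ATP luminescence reagent was added and read after 15-30 min at room temperature.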
Rab9 prom act – Rab9 promoter activation | 320,000 tested, 2.8% active | Huh7 Rab9 promoter-luciferase reporter, luminescence, 24 h | Potency, µM (titrated, usually from 9.22 µM), for inactives: top-dose activation, negative = inhibition, hits mostly activators; note: potency is the fitted concentration of half-maximal effect; % of control where 0% means no effect; nearly all actives have a fitted effect of over 60% in size
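Huh7 cells stably carrying a Rab9 promoter-luciferase reporter, 1500 cells per well in OP-MEM I with 10% FBS, treated with compound 24 hours at 37C. Luciferase activity read by luminescence after 10 minutes with Amplite reagent.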
BRCA1 expr up – activators of BRCA1 expression. MCF7-BRCA1-FFLuc reporter, luminescence, 48 h; response scale: scaled: vehicle 0%, 10 µM genistein 100%. 380,000 tested, 1.1% active. Potency, µM (doses to about 46.1 µM), without a hit: at the highest dose activation, hits mostly activators; note: potency is the fitted concentration of half-maximal effect; nearly all actives have a fitted effect of over 80% in size; some results filed as inactive show a strong effect at the top dose
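Luminescence from a BRCA1-driven firefly luciferase in MCF7 cells was the read-out, taken 15 min after substrate addition following 48 h compound exposure at 37 °C. Data were normalized to a 10 microM genistein control and DMSO vehicle.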
Menin MLL FP TR – displaces Texas Red mutant MLL peptide from human menin; O00255; Menin + Texas Red MLL mutant peptide, fluorescence polarization; Potency, µM (doses to about 61.6 µM), without a hit: at the highest dose FP activity change, negative = inhibition, most hits filed as inhibitors; 270,000 tested, 0.23% active; AID 1768; active = well fitted inhibition curve with a large enough effect in the polarisation, with a control signal flat, not every such curve was filed as active; inconclusive = small, poorly fitted or top-dose-only effect, or effect the other way, or a change in a side signal; inactive = no such curve, though single readings can be large or run the other way; the % refers to the polarisation; note: potency is the fitted concentration of half-maximal effect; % of control where 0% means no effect; many of its hits are not listed in these tables
PKM2 activator – increases activity of human pyruvate kinase M2. purified PKM2, Kinase-Glo ATP luminescence, activation; response scale: 0% is enzyme alone, no compound. Potency, µM (highest dose often 57.5 µM), without a hit: at the highest dose activation, usual class: activators. 260,000 tested, 0.34% active; note: potency is the fitted concentration of half-maximal effect; % is set by controls: 0 for no effect and ±100 for the full control effect; nearly all actives have a fitted effect of over 55% in size
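Purified hPK-M2 (>95%) run at intermediate activity with 0.1 mM ADP and 0.5 mM PEP in 50 mM imidazole pH 7.2, KCl, MgCl2; 1 h room temperature. ATP formed read by Kinase-Glo luminescence; normalized to uninhibited and no-enzyme controls.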
RORgamma inh – ROR gamma (mouse) transcription inhibition. Potency, µM (highest dose often 53.6 µM), for the others: at the top dose activity change, negative = inhibition, most hits filed as inhibitors. P51450. AID 2551. 310,000 tested, 5.4% active. Drosophila S2 Gal4-RORgamma UAS-luciferase reporter, 20 h; note: potency is the fitted concentration of half-maximal effect; % is set by controls: 0 for no effect and ±100 for the full control effect; nearly all actives have a fitted effect of over 60% in size
Target sequence (P51450 whole entry, looked up, the tested form may be a part): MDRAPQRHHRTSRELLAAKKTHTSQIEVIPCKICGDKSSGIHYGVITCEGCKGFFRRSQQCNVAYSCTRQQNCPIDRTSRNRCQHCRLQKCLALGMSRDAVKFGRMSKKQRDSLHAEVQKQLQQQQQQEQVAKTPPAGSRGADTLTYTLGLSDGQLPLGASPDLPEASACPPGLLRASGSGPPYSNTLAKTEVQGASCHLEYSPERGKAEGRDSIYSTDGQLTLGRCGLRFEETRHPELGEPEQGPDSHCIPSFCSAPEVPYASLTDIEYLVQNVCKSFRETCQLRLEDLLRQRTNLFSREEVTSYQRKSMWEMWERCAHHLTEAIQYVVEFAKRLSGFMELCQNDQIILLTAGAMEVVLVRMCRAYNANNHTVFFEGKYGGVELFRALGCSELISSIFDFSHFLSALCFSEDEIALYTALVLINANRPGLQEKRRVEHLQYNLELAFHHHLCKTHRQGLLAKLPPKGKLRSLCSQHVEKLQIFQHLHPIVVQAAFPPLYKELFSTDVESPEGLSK
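Stably transfected Drosophila Schneider cells are the test system, with ROR gamma fused to Gal4 and luciferase under UAS control; luminescence is read after 20 hr of 700 uM copper sulfate induction at ambient temperature.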
p53 reactivation – restores transcriptional activity of mutant p53 | Potency, µM (series often up to 92.2 µM), for inactives: at the top dose activity change, positive = activation, usual class: activators | H1299 p53-A138V BP100-luciferase reporter, luminescence, 24 h | 320,000 tested, 0.063% active; note: potency is the fitted concentration of half-maximal effect; % of control where 0% means no effect; nearly all actives have a fitted effect of over 45% in size
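p53-null H1299 cells stably carrying temperature-sensitive p53-A138V and a BP100-luciferase reporter were pinned with compounds (4-point, 1:5 series) and held 24 hrs at 37 deg C. Luminescence was read 10 min after detection reagent.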
Active calls of the source: *; u = inconclusive; x = no result given; & = joins results of further samples; [ ] = remark or other dose. Unless noted, calls come from the whole dose curve; as a rule, active = well fitted curve in the direction sought with a large enough effect; inconclusive = small, poorly fitted or top-dose-only effect, or another doubt; inactive = no such curve, though single readings can be large; an effect the other way counts as inactive or inconclusive. Some of the compounds tested. The share of hits here may be higher or lower than overall.

SMILES	FLuc modulator	ELG1 genotox	Gal4-VP16 FLuc	NPC1 promoter act	Giardia kill	Rab9 prom act	BRCA1 expr up	Menin MLL FP TR	PKM2 activator	RORgamma inh	p53 reactivation
COC(=O)C(CC(C)C)NC(=O)CNC(=O)c1ccccc1C (centres undefined)	5%	-3%	6%	0%	-6	-3%	-18%	x	4%	-13%	-1%
O=C(NCC1CCN(Cc2ccccc2Cl)CC1)Nc1ccccc1F	-1%	-2%	-9%	3%	15	-5%	-22%	-11%	x	0%	u
CCN1C(=O)[C@H]2[C@@H](c3ccc(-c4ccc(Cl)c(Cl)c4)c(OC)c3)N[C@@](Cc3ccccc3)(C(=O)OC)[C@H]2C1=O	5%	-2%	x	-2%	16	-4%	-43%	x	x	x	13%
COc1ccc2c(c1)c(C(=O)N/N=C/c1cccc(O)c1)c(C)n2C	-1%	-4%	-7%	-3%	-11	-13%	-10%	-1%	-2%	1%	10%
O=C1ON=C(c2ccccc2)/C1=C/c1cccnc1	u	0%	1%	-1%	-12	-3%	15%	-2%	-2%	-9%	-1%
Cc1ccccc1CN1C2=NCCCN2c2ccccc21	-3%	-3%	-1%	-2%	16	-7%	-55%	-6%	-18%	-29%	-10%
Cc1cnc(C(=O)NCC(=O)Nc2ccccc2Br)cn1	-15%	1%	x	0%	12	-1%	28%	x	x	x	9%
O=C(Cc1nnc(NC(=O)Nc2ccccc2)s1)Nc1ccccc1	-1%	7%	-10%	0%	13	0%	-29%	x	1%	-18%	13%
COc1ccc(S(=O)(=O)NCCCN2CCOCC2)cc1F	1%	2%	-5%	-6%	30[activator]	2%	0%	x	-9%	-12%	-9%
CC(=O)c1cccc(S(=O)(=O)NC(C)C2CC3CCC2C3)c1 (centres undefined)	2%	0%	-2%	-2%	-12	0%	-7%	10%	0%	-18%	-4%
Cc1nc2nc(C)c(NS(=O)(=O)c3ccc(Cl)s3)c(=O)n2[nH]1	-6%	1%	3%	-1%	-8	-1%	-1%	22%	-1%	-7%	6%
C=CCNc1nc(NCc2ccccc2)c(C#N)c2c1CN(C)CC2	1%	-3%	1%	-5%	19	2%	-28%	-10%	6%	4%	u
Cc1nc2nc(-c3ccco3)nn2c(C)c1Cl	-19%	-1%	19%	10%	-17	0%	-71%	-8%	-14%	31%	15%
CC(C)=C(C#N)c1nc2ccccc2s1	-14%	0%	-1%	-1%	-1	-9%	-5%	6%	-5%	44%	11%
O=C(COC(=O)C1CCC(=O)N1)Nc1ccc(Oc2ccccc2)cc1 (centres undefined)	-16%	1%	8%	1%	-7	2%	-3%	-5%	1%	19%	-2%
CC(OC(=O)c1cccnc1)C(=O)Nc1ccc2c(c1)OCO2 (centres undefined)	-3%	-5%	4%	-3%	0	1%	-38%	-1%	-1%	-12%	0%
O=C(Nc1cccc(F)c1)/C(=C\c1ccco1)NC(=O)c1ccco1	5%	-2%	-3%	-2%	27	4%	0%	x	x	-5%	-1%
Cc1c(C(=O)NC(C)C)sc2ncn(CC(=O)N3CCC(C)CC3)c(=O)c12	1%	3%	2%	-1%	0	3%	9%	1%	4%	-2%	0%
Cc1cc(C(=O)OCC(=O)c2ccc3c(c2)NC(=O)CO3)c2ccccc2n1	2%	0%	-5%	-1%	-6	0%	5%	x	-8%	-10%	-10%
O=C(/C=C/c1ccccc1[N+](=O)[O-])Oc1ccccc1	6.7µM*	0%	-6%	-6%	x	-1%	x	u	10%	-7%	1%
CC(=O)Nc1ccc(Nc2nnc(-c3ccc(C)c(S(N)(=O)=O)c3)c3ccccc23)cc1	-10%&-18%	5%	3%	-10%	13	0%[1.84 µM]	21%&-1%	-4%	x	0%	-5%
Cc1cccc(N2CCN(c3ccc(NC(=O)/C=C(/C(=O)O)c4ccccc4)cc3)CC2)c1	-2%	0%	5%	-3%	-9	-4%	-15%	-3%	-2%	7%	10%
Cc1ccc(NS(=O)(=O)c2cc(C(=O)O)ccc2Cl)cc1	4%	0%	-1%	-8%	27	1%	44%	0%	-4%	-20%	2%
CC(=O)C1(O)C(C)CC2C3CCC4CC(O)CCC4(C)C3=CCC21C (centres undefined)	0%	-1%	-5%	-2%	-22	-1%	2%	0%[11.7 µM]	-3%	2%	12%
CS(=O)(=O)N(Cc1ccccc1)c1ccc(C(=O)Nc2ccccc2Sc2ccccc2)cc1	2%	-3%	-9%	-1%	3	1%	-8%	1%	4%	0%	1%
CCCn1ncc(CN2CCN(Cc3ccc(C)o3)C(CCO)C2)c1C (centres undefined)	5%	1%	-3%	-4%	-8	2%	-15%	x	4%	7%	2%
O=C(Cn1cc2c(n1)CCCC2)NCCCN1CCCC1	10%	5%	7%	-4%	-14	2%	2%	-4%	-2%	6%	-4%
O=C(O)C1C2C=CC(C2)C1C(=O)NC1CCN(Cc2ccccc2)CC1 (centres undefined)	-1%	2%	-2%	-5%	-10	3%	-2%	19%	2%	-10%	1%
Cc1c(Br)c(C(F)(F)F)nn1CC(=O)N1CCCC1	-1%	x	-5%	x	-3	x	-4%	-16%	-1%	-1%	x
COC(=O)c1cc(-c2c(C)oc3cc(OC)ccc3c2=O)c(C)o1	-1%	-1%	1%	-7%	14	1%	-4%	-7%	6%	14%	-31%[inhibitor]
CC1=CC(C)(C)Nc2ccc(OC(=O)CCN3C(=O)c4ccccc4C3=O)cc21	u	u	5.6µM*	-12%	-10	-1%	-95%	-15%	4%	u	-22%
Cc1cc(C)cc(-n2nc(C)cc2N)c1	1%	2%	19%	1%	0	5%	0%	-3%	-5%	-1%	-2%
CCn1c(C(=O)O)c(CC(=O)Nc2ccc(Br)cc2C)c2ccccc21	7%	0%	24%	-3%	6	2%	-2%	u	x	23%	3%
CCCc1cc(=O)[nH]c(SCC(=O)OCc2ccccc2)n1	-3%	-3%	-4%	-1%	-7	11%	-9%	-4%	0%	-8%	8%
CCN(CC)S(=O)(=O)c1cccc(C(=O)Nc2cc3oc4ccccc4c3cc2OC)c1	1%	4%	-3%	-5%	-16	-9%	-51%	14%	-10%	-29%	-4%
COc1cccc(/C=N/NC(=O)c2ccc(=O)n(C)c2)c1O	u	u	3.2µM*	-27%	-5	-28%	-111%[inhibitor]	-10%	0%	0.63µM*	16%
CCOc1ccccc1CN1CCNC(=O)C1CC(=O)NCc1nc(C)cs1 (centres undefined)	-2%	0%	5%	-4%	7	-2%	-18%	x	x	-15%	4%
CCSc1nc2c(cnn2-c2ccc(C)c(C)c2)c(=O)[nH]1	1%	9%	-6%	-1%	-4	0%	5%	6%	-8%	-26%	3%
CCOC(=O)c1cn(-c2ccccc2)nc1-c1cccnc1	-12%	1%	-4%	u	-16	u	-14%	27%	7%	u	10%
OC(COCC1COc2ccccc2O1)CN1CCN(c2ccc(F)cc2)CC1 (centres undefined)	2%	-5%	-11%	-5%	0	-5%	-19%	0%	4%	15%	-5%
CCOc1ccc(CCNC(=O)C2(c3ccccc3)CC2)cc1OCC	0%	9%	-1%	-2%	-16	-1%	-20%	x	0%	4%	7%
CC(CN1CCCC(C(N)=O)C1)c1ccccc1 (centres undefined)	-1%	-6%	-4%	-4%	1	-4%	-3%	6%	-4%	6%	7%
COc1ccccc1NS(=O)(=O)c1cc(NC(=O)c2sccc2C)ccc1N1CCCC1	-5%	-2%	1%	0%	-11	1%	-19%	u	-2%	0%	0%
COc1ccc(CN2CCN(C(=O)c3cccs3)CC2)cc1Br	-2%	-2%	-12%	-2%	4	5%	-2%	x	-1%	u	-5%
COc1cc(NC(=O)CN2C(=O)NC(C)(c3ccccc3)C2=O)c(C)cc1[N+](=O)[O-] (centres undefined)	-1%	-1%	4%	-4%	7	-9%	-9%	-13%	-1%	14%	2%
O=C(CCN1C(=O)C2CC=CCC2C1=O)NC1CCCCC1 (centres undefined)	-2%	-1%	0%	1%	25	4%	20%	x	-5%	0%	-25%
CCOC(=O)COc1nc2ccc(Br)cc2c(-c2ccccc2)c1C(C)=O	0%	-2%	-2%	0%	-22	-4%	-9%	-29%	x	3%	2%
CNC(=S)Nc1cc(S(=O)(=O)Nc2cc(Cl)ccc2Cl)ccc1N1CCCC1	-1%	-2%	-8%	0%	17	1%	-20%	u	x	-37%	-5%
Cc1ccnc(SCCn2c(N3CCC(C)CC3)nc3c2c(=O)[nH]c(=O)n3C)n1	0%	0%	-6%	-2%	18	2%	30%	-4%	1%	3%	-1%

Screening data deposited in PubChem BioAssay by National Center for Advancing Translational Sciences (NCATS).
